# High-throughput results as filed in PubChem BioAssay.
# GPR7 antag: GPR7 receptor antagonists, primary screen, cell-based, fluorescence, single concentration; inhibition, % at 4.4 µM; Neuropeptides B/W receptor type 1 (Homo sapiens), P48145; GPR7-expressing cells, fluorescence antagonist assay; 1.1% of 290,000 active; in the data active means inhibition above about 16%, passing the limit was not always enough;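 further: cells stimulated with the agonist NPW; 0% = agonist with vehicle and 100% = vehicle without agonist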
# Target sequence (P48145 whole entry, looked up): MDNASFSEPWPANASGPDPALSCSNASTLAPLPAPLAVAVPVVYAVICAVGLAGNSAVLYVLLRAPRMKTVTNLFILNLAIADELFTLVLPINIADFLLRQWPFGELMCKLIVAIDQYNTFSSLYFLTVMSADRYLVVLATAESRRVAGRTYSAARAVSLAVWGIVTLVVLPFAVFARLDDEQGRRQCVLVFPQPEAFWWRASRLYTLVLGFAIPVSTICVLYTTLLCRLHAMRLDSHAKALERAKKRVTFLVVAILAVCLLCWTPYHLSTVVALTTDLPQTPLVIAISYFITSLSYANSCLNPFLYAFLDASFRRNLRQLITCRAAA
# MEKK2wt PB1 HTS: modulators of MEK5 binding to wildtype MEKK2, primary screen, biochemical, multiplex bead flow cytometry, Alexa488-MEK5. binding response (% of control), % at 10 µM. AID 1531, 2009. Mitogen-activated protein kinase kinase kinase 2 (Homo sapiens), Q9Y2U5. 1.1% of 290,000 active. Alexa488-MEK5 binding to MEKK2 WT; actives lie on both sides; in the data active means binding response below about 67% or above about 130%
# V1R ag counter: agonists of human V1a receptor, primary screen, counter-screen for OXTR agonist project, fluorescence, CHO-V1R cells. Vasopressin V1a receptor (Homo sapiens), P37288. activation, % at 3 µM. AID 2797, 2010. 0.25% of 320,000 active. Fluo-8 calcium fluorescence, agonist mode; 0% DMSO, 100% 3 nM vasopressin;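 active means activation above the mean activation of all tested compounds plus 3 SD, per screening run, cut at about 20% in these data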;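 further: signal is peak over basal fluorescence ratio across a 100 second FLIPR read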
# NALP1 yeast inh: NALP1 inflammasome inhibitors in reconstituted yeast, colorimetric, S. cerevisiae, triplicate retest; S. cerevisiae NALP1/ASC/caspase-1 growth, X-gal OD620, 72 h; inhibition, % at 10 µM; 0.61% of 280,000 active; AID 2071, 2009; in the data active means inhibition mostly above about 24%, no sharp cut-off; inactive means mostly below about 32%; further: some compounds called inactive have numbers as strong as hits
# M18AAP inhibitor: PfM18AAP inhibitors, malaria aminopeptidase, primary screen, biochemical, QFRET, recombinant enzyme; AID 1822, 2009; 1.2% of 290,000 active; M18 aspartyl aminopeptidase (Plasmodium falciparum 3D7); inhibition, % at 7.35 µM; H-Glu-NHMec fluorogenic cleavage;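 active means inhibition above the campaign mean inhibition over all tested compounds plus 3 SD, cut at about 28% in these data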;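 further: 0% = plate median of test compound wells and 100% = 2 mM ZnCl2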
# OXTR potentiator: human OXTR potentiators, primary screen, fluorescence, CHO-OTR cells, Fluo-8 calcium; activation, % at 3 µM; Oxytocin receptor (Homo sapiens), P30559; Fluo-8 calcium fluorescence, potentiator mode; 0% = oxytocin EC15, 100% = EC100; AID 2445, 2010; 0.061% of 320,000 active;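 active means activation above that plate's cutoff, the mean activation of tested compounds plus 3 SD, cut at about 6.6% in these data, passing the limit was not always enough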;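 further: 100% uses oxytocin at 75 nM as the full agonist control; some results filed as inactive read as strong as hits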
# Target sequence (P30559 whole entry, looked up): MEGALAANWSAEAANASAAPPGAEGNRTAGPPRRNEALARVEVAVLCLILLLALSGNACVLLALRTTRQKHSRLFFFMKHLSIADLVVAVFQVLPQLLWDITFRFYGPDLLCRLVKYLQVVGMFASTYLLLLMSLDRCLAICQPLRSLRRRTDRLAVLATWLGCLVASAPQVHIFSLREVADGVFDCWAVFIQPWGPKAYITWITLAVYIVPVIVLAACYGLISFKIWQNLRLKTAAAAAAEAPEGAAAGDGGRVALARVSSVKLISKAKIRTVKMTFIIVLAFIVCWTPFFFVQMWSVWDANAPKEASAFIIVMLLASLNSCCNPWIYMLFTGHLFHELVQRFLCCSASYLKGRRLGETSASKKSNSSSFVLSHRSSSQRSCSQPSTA
#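 Assay system: CHO-OTR cells, human receptor / Also added: oxytocin at about EC15, sub-maximal agonist stimulus / Dosing: single dose, 3.0 µM nominal final compound concentration / Incubation: 6 min pre-incubation, 100 s read / Technique: Fluo-8 calcium dye fluorescence / Read-out: % activation vs EC15 and EC100 oxytocin / Benchmarks: EC15 oxytocin low, 75 nM oxytocin high / Replicates: singlicate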
# MEKK2 mut-MEK5: MEK5 binding signal on mutant MEKK2 PB1, primary screen, biochemical, multiplex bead flow cytometry, Alexa488-MEK5. Alexa488-MEK5 binding to MEKK2 mutant. percent response, % at 10 µM. 0.35% of 290,000 active. AID 1530, 2009; in the data active means percent response above about 24%, passing the limit was not always enough; further: inactives centre near 1; some results filed as inactive read as strong as hits; reference of the scale not given here
# OXTR agonist: human OXTR agonists, primary screen, fluorescence, CHO-OTR cells, Fluo-8 calcium. Oxytocin receptor (Homo sapiens), P30559. Fluo-8 calcium fluorescence; normalized: DMSO 0%, oxytocin 100%. activation, % at 3 µM. 0.32% of 320,000 active;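 active means activation above the mean of all tested compounds plus 3 SD, cutoff set per screening run, cut at about 20% in these data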;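 further: peak over basal fluorescence ratio from a 100 s FLIPR kinetic read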
# GalR3 antagonist: GalR3 antagonists in HEK293 cells, primary screen, cell-based, fluorescence readout. Galanin receptor type 3 (Homo sapiens), O60755. HEK293 GalR3-CNG cAMP membrane potential fluorescence; galR3 body fused to GalR1 C-terminus. inhibition, % at 3 µM. 0.44% of 360,000 active;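 active means inhibition above the screen-wide average plus 3 SD, cut at about 13% in these data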;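 further: forskolin and galanin both at EC90 stimulate the cells; cAMP rise reported by CNG channel membrane potential dye signal; 0% = forskolin plus galanin with DMSO and 100% = forskolin alone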
# Target sequence (O60755 1-299 limits assumed): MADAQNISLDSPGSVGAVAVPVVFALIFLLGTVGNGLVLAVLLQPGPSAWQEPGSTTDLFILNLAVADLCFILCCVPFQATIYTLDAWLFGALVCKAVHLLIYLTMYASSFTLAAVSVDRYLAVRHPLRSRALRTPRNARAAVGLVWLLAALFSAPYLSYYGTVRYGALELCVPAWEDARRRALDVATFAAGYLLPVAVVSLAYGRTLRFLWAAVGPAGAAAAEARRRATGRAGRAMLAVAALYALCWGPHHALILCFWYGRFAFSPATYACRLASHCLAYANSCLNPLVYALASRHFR
# * = called active by the depositor; . = no result given.
1: Cc1n[nH]c(=O)c2c(NC(=O)CSc3nnc(-c4ccco4)n3C)oc(C)c12
2: COCCNC(=O)Cc1c(C)c2c(cc(C)c3c(C(C)(C)C)coc32)oc1=O
3: COc1ccc(CCNc2ccc(C(=O)O)cc2[N+](=O)[O-])cc1OC
4: COc1ccc(Br)c(OC)c1C(=O)NC(=O)Nc1nc(C)cc(C)n1
5: C=CCNC(=O)c1ccc(CN(c2ccc(OCC)cc2)S(=O)(=O)c2ccc(C)cc2)cc1
6: CCOC(=O)N1CCN(C(=O)CCCn2c(=O)[nH]c3ccccc3c2=O)CC1
assay / compound	1	2	3	4	5	6
GPR7 antag	.	-8	6	-4	-10	-1
MEKK2wt PB1 HTS	.	93	96	96	95	95
V1R ag counter	0.6	4.5	-0.6	1.4	1.8	0.9
NALP1 yeast inh	.	10	-6	0	-17	8
M18AAP inhibitor	.	-7	-3	2	-7	-9
OXTR potentiator	3	-6	-3	-2	-13	-15
MEKK2 mut-MEK5	.	-2	-5	-14	3	-5
OXTR agonist	1.1	0.3	-0.1	-1.0	0.5	1.3
GalR3 antagonist	-1	-9	-6	-3	-5	-1

7: O=C(c1ccc2c(c1)OCCO2)C1CCN(S(=O)(=O)c2cccc(F)c2)CC1
8: COc1ccc(NC(=O)c2ccc(NC(=O)CN(C)CC(=O)Nc3c(C)cccc3C)cc2)cc1
9: CCOC(=O)N/C(N)=N/c1nc2ccccc2s1
10: CC(=O)Nc1ccc(-c2ccccc2)s1
11: CCOc1ncccc1C(=O)OCC(=O)c1ccc(F)cc1
12: CC(C)C1N(C(=O)N2CCOCC2)CCN1S(=O)(=O)c1ccccc1 (configuration not stated)
assay / compound	7	8	9	10	11	12
GPR7 antag	4	-4	-10	-10	-3	-25
MEKK2wt PB1 HTS	103	84	95	103	95	99
V1R ag counter	1.0	0.3	0.3	-0.3	-1.0	-0.1
NALP1 yeast inh	-2	10	-5	28	20	-4
M18AAP inhibitor	4	1	3	-9	2	4
OXTR potentiator	-6	-4	-3	-20	1	-7
MEKK2 mut-MEK5	5	-7	-3	-1	-5	0
OXTR agonist	0.7	0.9	0.4	0.4	-1.3	-0.5
GalR3 antagonist	-8	-6	-6	0	-3	-10

13: O=C(O)C(Cc1c[nH]c2ccccc12)NS(=O)(=O)c1ccc(Br)cc1 (configuration not stated)
14: CSc1nc(C)cc(-c2cc(C(=O)Nc3ccccc3)on2)n1
15: CN(Cc1ccc(F)cc1)C(=O)c1cc(COc2ccc(-n3cncn3)cc2)on1
16: CCCOc1ccc(N2C(=O)CC(N3CCOCC3)C2=O)cc1 (configuration not stated)
17: CCCCn1c(C)nc2cc(S(=O)(=O)N3CCOCC3)ccc21
18: CCn1c(=O)cc(SCC(=O)NCc2ccc(C)o2)c2ccccc21
assay / compound	13	14	15	16	17	18
GPR7 antag	10	.	-7	-6	.	6
MEKK2wt PB1 HTS	105	109	102	90	.	103
V1R ag counter	0.1	0.8	.	-0.2	0.5	-0.7
NALP1 yeast inh	-7	.	6	-2	.	22
M18AAP inhibitor	-7	.	-5	2	.	-5
OXTR potentiator	-20	-10	.	-3	-6	-15
MEKK2 mut-MEK5	6	4	1	-6	.	2
OXTR agonist	-0.8	-2.5	.	-0.4	-0.3	-1.3
GalR3 antagonist	-2	.	-3	3	4	-3

19: COc1cccc2c(=O)c(C(=O)NCc3cccs3)c[nH]c12
20: Cc1cc(C)c(NC(=S)N(CCCN2CCOCC2)Cc2cccnc2)c(C)c1
21: Cc1cccc(NC(=O)Nc2c(C)n(C)n(-c3ccccc3)c2=O)c1
22: COC(=O)CC1C(=O)NC2CCCCC2N1C(=O)c1ccccc1 (configuration not stated)
23: O=C(Cc1ccccc1)Nc1ccc(C(=O)NCc2ccccc2)cc1
24: CC(=O)C1=C(O)C(=O)N(c2ccc(Br)cc2)C1c1ccc([N+](=O)[O-])cc1 (configuration not stated)
assay / compound	19	20	21	22	23	24
GPR7 antag	-4	-16	-2	-7	4	-19
MEKK2wt PB1 HTS	106	103	96	102	104	100
V1R ag counter	0.9	1.0	1.1	-1.0	0.9	0.9
NALP1 yeast inh	5	0	13	2	16	3
M18AAP inhibitor	-5	-6	-18	-6	-2	0
OXTR potentiator	-3	-14	-10	-2	-10	-5
MEKK2 mut-MEK5	3	1	-1	1	1	0
OXTR agonist	1.4	-0.3	-0.8	-0.5	2.0	4.0
GalR3 antagonist	1	-5	-13	-2	-11	-6

25: C=CCN(C(=O)CCc1ccccc1OC)c1nc(-c2ccc(S(C)(=O)=O)cc2)cs1
26: CCNCc1cc(Br)c(OCC(=O)Nc2ccccc2)c(OC)c1
27: CC(=O)N1CCN(CC(=O)Nc2ccc(SC(F)F)cc2)CC1
28: Cc1ccc(-c2csc3nc(C)n(-n4cccc4)c(=O)c23)o1
29: CCCC(=O)Nc1ccccc1NC(=O)CN(C)S(=O)(=O)c1ccccc1
30: O=C(/C=C/c1ccc(Cl)cc1Cl)c1cccnc1
assay / compound	25	26	27	28	29	30
GPR7 antag	0	6	10	7	-7	7
MEKK2wt PB1 HTS	95	110	109	100	95	101
V1R ag counter	3.1	2.5	1.1	-0.5	0.1	-0.2
NALP1 yeast inh	6	7	15	6	-14	-9
M18AAP inhibitor	-5	-7	-1	-57	0	18
OXTR potentiator	-12	-3	-10	-7	-20	-15
MEKK2 mut-MEK5	-4	4	22	10	-2	6
OXTR agonist	1.1	6.2	1.9	-2.9	-1.5	-0.8
GalR3 antagonist	-9	-2	-11	-1	3	1

31: Cc1c(C)c2c(OCC(=O)NCC(O)c3ccccc3)cc3c(c2oc1=O)CCC(C)(C)O3 (configuration not stated)
32: COC(=O)c1c(NC(=O)CCc2ccc(C)o2)sc(C)c1C
33: CC(C)(CN1CCOCC1)NS(=O)(=O)c1ccccc1
34: O=C(c1cccc(F)c1)N1CCCC(C(=O)N2CCN(c3ccccc3)CC2)C1 (configuration not stated)
35: COc1ccc(NC(=O)c2ccccc2NC(=O)c2cccs2)cc1
36: CCCn1c(CCNc2nc(-c3ccc(Cl)c([N+](=O)[O-])c3)cs2)nc2cc(Cl)c(Cl)cc21
assay / compound	31	32	33	34	35	36
GPR7 antag	-7	-4	0	-11	-4	7
MEKK2wt PB1 HTS	105	105	99	93	97	99
V1R ag counter	0.7	-0.9	0.8	0.5	-0.5	0.1
NALP1 yeast inh	-4	-5	-48	1	23	18
M18AAP inhibitor	5	-33	5	-2	-1	7
OXTR potentiator	0	-11	-3	-1	-10	1
MEKK2 mut-MEK5	2	6	-4	3	-5	-7
OXTR agonist	-0.3	-2.7	-0.7	-0.4	0.0	0.2
GalR3 antagonist	-5	-1	-4	-3	-8	-5

37: Cc1ccc(C)c(CN2CCC(CNC(=O)Nc3ccc(Br)cc3F)CC2)c1
38: O=C(C1CCN(S(=O)(=O)c2cc(Cl)ccc2Cl)CC1)N1CCCC1
39: O=S(=O)(c1cccc(NC(=S)NCc2ccco2)c1)N1CCOCC1
40: CCOc1ccc(NC(=O)CN2CCN(CC(=O)c3ccc(OCC)cc3)CC2)cc1
41: Fc1cccc(NC(=S)N2CCc3ccccc32)c1
42: O=C(Cn1[nH]c(=O)c2ccccc2c1=O)Nc1ccc(-c2nnc3n2CCCCC3)cc1
assay / compound	37	38	39	40	41	42
GPR7 antag	21	-11	1	-7	-14	1
MEKK2wt PB1 HTS	140*	95	96	103	100	119
V1R ag counter	.	2.4	1.2	.	.	0.2
NALP1 yeast inh	25	-2	19	31	15	10
M18AAP inhibitor	2	-4	-1	-4	3	-4
OXTR potentiator	.	-5	-8	.	.	-13
MEKK2 mut-MEK5	22	1	-1	3	-1	13
OXTR agonist	.	0.9	1.3	.	.	4.9
GalR3 antagonist	-12	-3	3	-1	2	2

43: Cc1ccc(/C=N/NC(=O)C(C)Oc2cccc3ccccc23)o1 (configuration not stated)
44: O=c1n(-c2ccccc2)c(=O)n2n1CCC2
45: Cn1c(C2=C(O)CN(Cc3ccccc3)C2=N)nc2ccccc21
46: Cc1ccc(NC(=O)Nc2nnc(-c3ccccc3)o2)cc1
47: COc1cccc(NC(=S)Nc2ccc(Br)cc2Cl)c1
48: CC(C)(CO)NC(=O)C12CC3CC(CC(Br)(C3)C1)C2
assay / compound	43	44	45	46	47	48
GPR7 antag	-11	-9	-10	-13	-3	-4
MEKK2wt PB1 HTS	107	102	90	99	99	95
V1R ag counter	-0.2	0.6	0.2	0.7	0.1	1.3
NALP1 yeast inh	2	7	14	12	16	11
M18AAP inhibitor	9	0	-8	-3	7	-4
OXTR potentiator	-5	-7	4	-3	-10	-3
MEKK2 mut-MEK5	6	3	-19	-1	2	-1
OXTR agonist	-0.6	-0.3	1.3	0.5	0.8	0.1
GalR3 antagonist	-4	-1	-2	-2	-7	-4

49: CCOC(=O)C1(CC2CCCCO2)CCN(S(=O)(=O)c2cccc(F)c2)CC1 (configuration not stated)
50: Cc1ccccc1NC(=O)C(=O)NCC1CCCN1S(=O)(=O)c1cccs1 (configuration not stated)
51: Cc1ccc2c(c1)cc(CN(Cc1ccc3c(c1)OCO3)S(=O)(=O)c1ccccc1)c1nnnn12
52: COc1cccc(NC(=O)CCS(=O)(=O)c2ccc(Br)cc2)c1
53: CC1CN(c2ccc(Oc3ccccc3)cc2)c2nc3c(c(=O)n(CC(N)=O)c(=O)n3C)n2C1 (configuration not stated)
54: Oc1ccc(C=Nc2cccc3ccccc23)c(O)c1
55: CC(C)c1cc(=O)n2c(nc3ccccc32)[nH]1
56: COc1ccc([N+](=O)[O-])cc1NC(=O)CCNC(=O)Cn1ccc2ccccc2c1=O
assay / compound	49	50	51	52	53	54	55	56
GPR7 antag	5	.	-6	11	.	-20	0	-12
MEKK2wt PB1 HTS	99	.	90	104	105	106	102	101
V1R ag counter	-1.5	-0.5	0.0	0.2	-0.4	1.0	-0.8	0.9
NALP1 yeast inh	1	.	15	21	9	11	23	5
M18AAP inhibitor	-1	.	-6	-5	.	25	4	-5
OXTR potentiator	-17	-15	-8	-7	-6	1	-3	4
MEKK2 mut-MEK5	-1	.	-1	0	3	7	3	6
OXTR agonist	-2.0	-0.7	0.2	-0.2	-0.8	1.7	-0.9	0.3
GalR3 antagonist	-6	0	1	7	2	-2	-10	-6
